High-throughput results as filed in PubChem.
POLK inh: blocks human DNA polymerase kappa activity | Q9UBT6 | purified Pol kappa, fluorescent DNA synthesis assay, 10 min | Potency, µM (top dose mostly 107 µM), inactives show top-dose activity, negative = inhibition, usual class: inhibitors | 400,000 compounds, 0.53% hits | AID 588579; note: potency is the fitted concentration of half-maximal effect; % is set by controls: 0 for no effect and ±100 for the full control effect
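Readout: fluorescence, taken kinetically at 0 and 10 min. Conditions: 10 nM Pol kappa, 15 min RT compound preincubation, 50 nM substrate final. Controls: enzyme-free buffer wells.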
POLH inh: blocks human DNA polymerase eta activity; recombinant Pol eta, fluorescent DNA replication assay; Q9Y253; 390,000 compounds, 1.2% hits; Potency, µM (doses to about 114 µM), for inactives: at the top dose activity change, negative = inhibition, usual class: inhibitors; note: potency is the fitted concentration of half-maximal effect; % is set by controls: 0 for no effect and ±100 for the full control effect
Target sequence (Q9Y253 whole entry, looked up): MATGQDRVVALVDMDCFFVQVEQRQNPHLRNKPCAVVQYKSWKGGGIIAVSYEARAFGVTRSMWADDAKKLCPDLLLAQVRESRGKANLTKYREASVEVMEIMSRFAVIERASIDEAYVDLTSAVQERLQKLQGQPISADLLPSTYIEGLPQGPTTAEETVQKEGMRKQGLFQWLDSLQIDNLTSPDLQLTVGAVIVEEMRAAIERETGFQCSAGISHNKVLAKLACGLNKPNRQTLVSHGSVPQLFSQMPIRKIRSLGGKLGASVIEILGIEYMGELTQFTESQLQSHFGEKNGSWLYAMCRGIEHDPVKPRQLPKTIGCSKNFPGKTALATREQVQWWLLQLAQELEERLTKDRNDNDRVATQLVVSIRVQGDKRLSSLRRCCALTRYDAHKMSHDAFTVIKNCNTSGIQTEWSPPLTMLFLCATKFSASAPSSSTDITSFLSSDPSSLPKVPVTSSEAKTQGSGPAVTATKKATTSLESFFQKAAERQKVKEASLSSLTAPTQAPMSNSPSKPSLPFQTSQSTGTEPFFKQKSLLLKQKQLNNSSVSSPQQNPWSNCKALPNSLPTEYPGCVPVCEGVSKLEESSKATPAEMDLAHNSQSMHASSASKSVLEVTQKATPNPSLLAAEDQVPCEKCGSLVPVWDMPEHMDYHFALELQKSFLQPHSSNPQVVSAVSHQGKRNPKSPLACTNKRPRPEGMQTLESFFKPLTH
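Pol eta (10 nM) was preincubated with compounds for 15 min at room temperature, after which fluorescent replication substrate (50 nM final) was added to start the reaction. Fluorescence was read kinetically at 0 and 10 min.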
Pol beta inh: blocks human DNA polymerase beta activity; P06746; Pol beta primer extension/strand displacement, fluorescence kinetic; Potency, µM (titrated, usually from 114 µM), without a hit: at the highest dose activity change, negative = inhibition, actives largely listed as inhibitors; 340,000 compounds, 1.3% hits; note: potency is the fitted concentration of half-maximal effect; % is set by controls: 0 for no effect and ±100 for the full control effect
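Kinetic readout of DNA synthesis with strand displacement by Pol beta. Compound and 10 nM enzyme sit 15 min at room temperature; 50 nM substrate starts the reaction, read immediately and at 10 min.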
BLM helicase inh: inhibitors of human Bloom syndrome helicase BLM; Potency, µM (highest dose often 56.1 µM), for inactives: at the highest dose activity change, negative = inhibition, usual class: inhibitors; recombinant BLM DNA unwinding, fluorescence dequenching; AID 2528; P54132; 350,000 compounds, 0.2% hits;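 note: potency is the fitted concentration of half-maximal effect; plate controls were vehicle for no effect and no enzyme for full effect; nearly all actives have a fitted effect of over 35% in size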
POLI inh: inhibitors of human DNA polymerase iota; Pol iota fluorescent replication assay, 10 min; Potency, µM (series often up to 115 µM), inactives show at the highest dose activity, negative = inhibition, usual class: inhibitors; 390,000 compounds, 1% hits; note: potency is the fitted concentration of half-maximal effect
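Fluorescent replication assay read twice, at 0 min and 10 min after adding 50 nM (final) substrate. Enzyme (10 nM) and compounds were first incubated 15 min at room temperature; enzyme-free buffer wells were negative controls.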
RXFP1 antag: blocks the human relaxin receptor RXFP1; Q9HBX9; activity change, negative = inhibition, % at 57.5 µM; 350,000 compounds, 0.59% hits; HEK293-RXFP1, relaxin-stimulated cAMP HTRF, 30 min; active compounds read low; AID 1259400;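 active = activity change of -60% or lower, but not beyond a set lower limit; inconclusive = change between -60% and -40%, or beyond the set limit; inactive = change above -40%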; note: % is set by controls: 0 for no effect and ±100 for the full control effect
PGK inhibitor: inhibitors of T. brucei phosphoglycerate kinase; P07378; PGK/GAPDH coupled, Kinase-Glo luminescence, 60 min; Potency, µM (titrated, usually from 57.5 µM), without a hit: at the top dose activity change, negative = inhibition, actives largely listed as inhibitors; 380,000 compounds, 0.043% hits; AID 602233; note: potency is the fitted concentration of half-maximal effect; % is set by controls: 0 for no effect and ±100 for the full control effect; nearly all actives have a fitted effect of over 60% in size
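Luminescent ATP detection (Kinase-Glo Plus) follows a 60-minute room-temperature incubation, with wells lacking PGK as controls. Buffer: 100 mM TEA (pH 7.6), 5 mM MgCl2, 0.01% Tween-20. Coupling enzyme GAPDH (100 nM final) supplies unstable 1,3-BPG in-well.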
APEX1 inh: blocks human APE1 abasic DNA cleavage; P27695; recombinant APE1, TAMRA/BHQ-2 abasic DNA cleavage fluorescence; Potency, µM (titrated, usually from 65.8 µM), for the others: at the top dose activity change, negative = inhibition, most hits filed as inhibitors; 350,000 compounds, 0.35% hits;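 note: potency is the fitted concentration of half-maximal effect; plate controls were vehicle for no effect and reference inhibitor for full effect; nearly all actives have a fitted effect of over 55% in size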
Target sequence (P27695 whole entry, looked up): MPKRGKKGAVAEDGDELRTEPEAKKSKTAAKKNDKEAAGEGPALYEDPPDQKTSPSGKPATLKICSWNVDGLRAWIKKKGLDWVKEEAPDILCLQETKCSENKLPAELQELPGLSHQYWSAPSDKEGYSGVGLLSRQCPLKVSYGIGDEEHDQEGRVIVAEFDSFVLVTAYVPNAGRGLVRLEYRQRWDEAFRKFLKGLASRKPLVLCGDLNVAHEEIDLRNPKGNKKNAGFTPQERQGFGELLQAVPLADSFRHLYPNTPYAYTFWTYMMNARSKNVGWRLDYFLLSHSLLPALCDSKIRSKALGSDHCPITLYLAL
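Compound pre-exposure to 0.75 nM APE1, 15 min at ambient temperature. Reaction initiated with 50 nM TAMRA/BHQ-2 THF substrate, read immediately in kinetic mode, 525 nm excitation, 598 nm emission.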
Apoferritin bind: binds horse apoferritin like a general anesthetic; P02791; apoferritin/1-aminoanthracene competitive binding, fluorescence; Potency, µM (highest dose often 77.5 µM), for inactives: at the top dose activity change, negative = displacement, usual class: inhibitors; 350,000 compounds, 0.074% hits; AID 485281; note: potency is the fitted concentration of half-maximal effect; % is set by controls: 0 for no effect and ±100 for the full control effect; nearly all actives have a fitted effect of over 20% in size
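Steps: apoferritin (10 uM) was premixed with half-saturated 1-AMA in PBS, compounds were pin-transferred, plates stood 10 min at room temperature, fluorescence was read at 380/535 nm, and curves were fitted with a Hill equation.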
* hit, by the source's call; i = inactive; ? = inconclusive; . = not tested or not shown; & = joins results of further samples; [ ] = another dose, or the depositor's remark. Unless noted, calls come from the whole dose curve; as a rule, active = well fitted curve in the direction sought with a large enough effect; inconclusive = small, poorly fitted or top-dose-only effect, or another doubt; inactive = no such curve, though single readings can be large; an effect the other way counts as inactive or inconclusive.

A first look, 10 compounds:
item | Pol beta inh | RXFP1 antag | BLM helicase inh | POLK inh | PGK inhibitor | APEX1 inh | POLH inh | Apoferritin bind | POLI inh | Molecule
1 | 7% | -16 | -4% | -2% | 8% | 3% | -6% | ? | 7% | Cc1ccc(C)n1-c1sc2c(c1C#N)CCC(C)C2 (stereo not drawn)
2 | 15% | -5 | 4% | -7% | 2% | 1% | -20% | -7% | 162%[activator] | C/C(=N/NC(=O)c1ccoc1C)c1cccc(NC(=O)C2CC2)c1
3 | ? | -20 | -28% | -15% | -3% | 6% | ? | -18% | 15% | CCS(=O)(=O)N1Cc2ccccc2CC1C(=O)Nc1nnc(SCc2ccc(F)cc2)s1 (stereo not drawn)
4 | 33% | -20 | -2% | 1% | 20% | 7% | -23% | -2% | 15% | O=Cc1cc([N+](=O)[O-])ccc1N1CCOCC1
5 | . | 8 | . | -4% | i | 9% | -12% | . | 23% | O=C(CSc1n[nH]c(-c2ccncc2)n1)Nc1ccccc1Cl
6 | -11% | -21 | 1% | -15% | 1% | -1% | 3% | -4% | 24% | O=C(OCc1cccc(F)c1)c1ccc2c(=O)n3c(nc2c1)CCC3
7 | 31% | -14 | -7% | -26% | -6% | 20% | 2% | -18% | 28% | O=C(CCCNS(=O)(=O)c1cccs1)N1CCc2ccccc2C1
8 | ? | -10 | -1% | -22% | -2% | 0% | 8% | 1% | 4% | Nc1nc(C(=O)N2CCOCC2)nn1S(=O)(=O)c1ccc(Cl)cc1
9 | 3% | -21 | 3% | -13% | -4% | 6% | 1% | 2% | -14% | CC(C)C(=O)Nc1ncc2c(n1)CC(c1cccs1)CC2=O (stereo not drawn)
10 | . | -6 | . | -25% | 3% | -4% | -29% | . | 29% | COc1ccccc1C(=O)NNC(=O)c1csc(N2CCOCC2)n1

All compounds of this part, repeating the preview:
item | Pol beta inh | RXFP1 antag | BLM helicase inh | POLK inh | PGK inhibitor | APEX1 inh | POLH inh | Apoferritin bind | POLI inh | Molecule
1 | 7% | -16 | -4% | -2% | 8% | 3% | -6% | ? | 7% | Cc1ccc(C)n1-c1sc2c(c1C#N)CCC(C)C2 (stereo not drawn)
2 | 15% | -5 | 4% | -7% | 2% | 1% | -20% | -7% | 162%[activator] | C/C(=N/NC(=O)c1ccoc1C)c1cccc(NC(=O)C2CC2)c1
3 | ? | -20 | -28% | -15% | -3% | 6% | ? | -18% | 15% | CCS(=O)(=O)N1Cc2ccccc2CC1C(=O)Nc1nnc(SCc2ccc(F)cc2)s1 (stereo not drawn)
4 | 33% | -20 | -2% | 1% | 20% | 7% | -23% | -2% | 15% | O=Cc1cc([N+](=O)[O-])ccc1N1CCOCC1
5 | . | 8 | . | -4% | i | 9% | -12% | . | 23% | O=C(CSc1n[nH]c(-c2ccncc2)n1)Nc1ccccc1Cl
6 | -11% | -21 | 1% | -15% | 1% | -1% | 3% | -4% | 24% | O=C(OCc1cccc(F)c1)c1ccc2c(=O)n3c(nc2c1)CCC3
7 | 31% | -14 | -7% | -26% | -6% | 20% | 2% | -18% | 28% | O=C(CCCNS(=O)(=O)c1cccs1)N1CCc2ccccc2C1
8 | ? | -10 | -1% | -22% | -2% | 0% | 8% | 1% | 4% | Nc1nc(C(=O)N2CCOCC2)nn1S(=O)(=O)c1ccc(Cl)cc1
9 | 3% | -21 | 3% | -13% | -4% | 6% | 1% | 2% | -14% | CC(C)C(=O)Nc1ncc2c(n1)CC(c1cccs1)CC2=O (stereo not drawn)
10 | . | -6 | . | -25% | 3% | -4% | -29% | . | 29% | COc1ccccc1C(=O)NNC(=O)c1csc(N2CCOCC2)n1
11 | -22% | -1 | -2% | 0% | -4% | 5% | -11% | -5% | 106%[activator] | O=C(NNC(=O)c1ccccc1-c1ccccc1C(=O)O)c1cccc([N+](=O)[O-])c1
12 | -21% | -12 | -7% | 12% | i | 38% | -14% | ? | 1% | COC(=O)[C@@H](Cc1c[nH]c2ccccc12)NC(=O)CCC(=O)c1ccc(Br)cc1
13 | . | -3 | . | 5% | -7% | 19% | 8% | . | -11% | CC1CCCC(C)N1C(=O)COC(=O)c1cccs1 (stereo not drawn)
14 | 2% | 11 | 4% | -16% | 5% | 23% | 6% | -13% | 27% | COc1ccc(S(=O)(=O)N/N=C(/C)c2ccco2)cc1
15 | 1% | -1 | -5% | -5% | -9% | 3% | -4% | -4% | 26% | Cc1ccc(S(=O)(=O)c2nnn3c2nc(N2CCN(c4ccccn4)CC2)c2ccccc23)cc1C
16 | 6% | 6 | 1% | -4% | -6% | 1% | -8% | -8% | -9% | CCSc1nnc(-c2cccs2)o1
17 | . | . | . | 2% | -8% | 3% | -4% | . | -9% | Cc1ccc(S(=O)(=O)Nc2cccc3c2O[C@@H](CN(C)C(=O)Nc2ccc4c(c2)OCO4)[C@H](C)CN([C@@H](C)CO)C3=O)cc1
18 | -2% | -21 | -9% | -3% | -5% | 17% | -11% | -2% | 15% | NC(=O)N1N=C2/C(=C/c3ccccc3)CCCC2C1c1ccccc1 (stereo not drawn)
19 | 30% | -7 | -2% | -10% | 3% | 3% | -13% | 5% | 15% | COc1ccc(C2(CNC(=O)c3ccc(Br)o3)CCOCC2)cc1
20 | 1% | -9 | -6% | 3% | 0% | 25% | -9% | -7% | 5% | CCCCN1C(=O)/C(=C2\SC(N3CCOCC3)=NC2=O)c2ccccc21
21 | . | 5 | . | -11% | 4% | . | 0% | . | 4% | Cc1cccc2nc(Cn3c(=O)n(CCC(=O)NCc4ccco4)c(=O)c4ccccc43)cc(=O)n12
22 | ? | -1 | -4% | -11% | 0% | 13% | -10% | 39%[activator] | -5% | COc1ccc2oc(=N)c(C(=O)Nc3ccc(C)cc3)cc2c1
23 | 1% | -16 | -5% | -11% | -11% | 1% | -21% | -9% | 0% | OC(COCc1cccs1)CN1CCN(c2cccc(C(F)(F)F)c2)CC1 (stereo not drawn)
24 | -2% | -5 | 1% | -4% | -3% | . | -20% | 3% | 31%[activator] | Cc1ccc(-n2ncc(C(=O)N3CCN(c4ccccn4)CC3)c2C2CCN(C(=O)OC(C)(C)C)CC2)cc1
25 | -2% | -12 | -8% | 0% | -3% | -2% | -12% | 3% | 16% | O=c1c2ccccc2c(-c2ccccc2)nn1Cc1c(Cl)cccc1Cl
26 | 17% | -11 | 0% | 7% | i | . | -11% | -4% | 2% | Cc1cccc(NC(=O)C2CCN(c3nnc(C)c4c(C)n(-c5ccccc5)nc34)CC2)c1C
27 | -2% | . | -2% | -6% | 3% | -4% | -15% | -18% | 2% | CCOC(=O)c1ccc(-n2c(O)c(/C=N/NC(=O)C3COc4ccccc4O3)c3ccccc3c2=O)cc1 (stereo not drawn)
28 | -1% | . | -6% | 0% | -3% | 2% | -18% | -3% | -9% | C/C=C/C(=O)Nc1cccc(C2=NOC3(C2)C[C@@H](C(N)=O)N(C(=O)C(c2ccccc2)c2ccccc2)C3)c1 (stereo partly drawn)
29 | 0% | . | -8% | 3% | 3% | . | -18% | -10% | 17% | COc1ccc(CCNC(=O)CCCCn2c(=O)c3ccccc3n(Cc3cccc(C)c3)c2=O)cc1OC
30 | 10% | -20 | -5% | -11%[60.1 µM] | -1% | . | -9% | 5% | 31% | O=C(NC1CCCC1)c1ccc2c(c1)N(Cc1ccccc1Cl)C(=O)c1ccccc1S2
31 | 86% | -35 | -6% | -5% | 4% | ? | -17% | -23% | 42%[activator] | Brc1ccc(-c2csc(N/N=C/c3cccnc3)n2)cc1
32 | . | -2 | . | -1% | -14% | -3% | -6% | . | -5% | CN(C)S(=O)(=O)c1ccc(NC(=O)CSc2nnc(-c3ccco3)n2N)cc1
33 | . | . | . | -9% | -3% | 18% | -19% | . | -12% | CC[C@@H]1C=C(C(=O)O)[C@H](c2ccc(Cl)c(Cl)c2)N1S(=O)(=O)c1ccc(C)cc1
34 | 8% | 0 | -3% | -7% | 2% | -1% | -2% | -9% | -21% | Cc1nc(SCC(=O)Nc2cc(C)on2)c2c(=O)n(C)c(=O)n(C)c2n1
35 | 14% | 4 | 5% | -11% | 4% | 10% | 0% | 1% | -3% | Cc1cc(NC(=O)c2ccccc2F)on1
36 | 18% | -9 | -2% | -6% | 12% | -4% | 1% | -15% | 14% | CCOC(=O)c1cnn(-c2cccc(Cl)c2)c1N
37 | -12% | 0 | -3% | -6% | 3% | -3% | -4% | -18% | 108%[activator] | CCCCC(=O)Nc1ccc(NC(=O)c2ccco2)cn1
38 | -9% | 3 | -4% | 13% | -9% | 10% | -5% | 4% | 60%[activator] | CSc1ncc(Cl)c(C(=O)Nc2cc(C)ccc2C)n1
39 | ? | . | -11% | . | . | 2% | . | -4% | . | C#CCOCCOCCOCCNc1nc(N2CCN(C(=O)[C@H](Cc3cc4ccccc4[nH]3)n3cc([C@@H](N)C(C)CC)nn3)CC2)nc(N2CCN(C(=O)[C@H](Cc3cc4ccccc4[nH]3)n3cc([C@@H](N)CC(C)C)nn3)CC2)n1 (stereo partly drawn)
40 | . | . | . | ? | 8% | 4% | -16% | . | ? | CCOC(=O)[C@H]1[C@H]2COc3cc(OC)ccc3[C@@H]2N2C(=O)N(c3cccc(F)c3)C(=O)[C@@]12C
41 | 3% | 5 | -6% | -6% | -6% | 15% | -3% | -6% | 6% | CCCc1c(O)nc(SCCN(CCC)CCC)[nH]c1=O
42 | 3% | -1 | -12% | -1% | -9% | -6% | -13% | ? | -6% | COc1cccc(NC(=O)COC(=O)Cc2ccc(Cl)cc2)c1
43 | 14% | -7 | -6% | 9% | i | -1% | -5% | -9% | 2% | CC(=O)c1c(NCc2ccccc2)nc(=O)n(-c2ccccc2)c1C
44 | -1% | -7 | 0% | 2% | i | 2% | -3% | -10% | 0% | CCC(Sc1nc2cc3c(cc2c(=O)n1Cc1ccco1)OCO3)C(=O)Nc1ccccc1OC (stereo not drawn)
45 | -1%&-39% | -21&3 | -6%&0% | 0%&-2% | 0%&-5% | -1% | -13%&-15% | -18%&10% | 141%&23%[activator] | Cc1cc(C)c(NC(=O)Cn2cnc3c(oc4ccccc43)c2=O)c(C)c1
46 | 3% | -10 | -3% | -7% | -5% | 11% | -7% | -22% | -8% | CN(C(=O)COC(=O)c1ccc2c(c1)OCCO2)c1ccccc1

Some of the compounds tested; rates above refer to the full screens.
